# HP1b chromo inh: blocks HP1-beta chromodomain binding to methylated histone tails. P83916. AlphaScreen HP1-beta / biotin-H3K9me3 peptide binding. Potency, µM (titrated, usually from 114 µM), without a hit: at the top dose activity change, negative = inhibition, hits mostly inhibitors. 390,000 tested, 0.56% active; also: potency is read from the fitted curve at half-maximal effect; nearly all actives have a fitted effect of over 70% in size; inactives centre near 23
#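 AlphaScreen: HP1-beta (50 nM) preformed 30 min with biotin-H3(1-18)K9me3 peptide (50 nM) in PBS pH 7.4, 0.01% Tween-20. Compound added for 30 min at RT, then streptavidin donor/nickel chelate acceptor beads (10 ug/mL) for 30 min.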
# BAZ2B block: inhibitors of human BAZ2B bromodomain | Q9UIF8 | AlphaScreen BAZ2B-H3K14Ac peptide displacement | Potency, µM (highest dose often 114 µM), without a hit: top-dose activity change, negative = inhibition, actives largely listed as inhibitors | 360,000 tested, 4.4% active; also: potency is read from the fitted curve at half-maximal effect; % is scaled to controls: 0 for no effect and ±100 for the full control effect; nearly all actives have a fitted effect of over 60% in size
#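 Protein-peptide AlphaScreen: BAZ2B 50 nM, b-H3K14Ac 50 nM, 1x PBS pH 7.4 + 0.01% Tween-20. Preincubation 30 min RT; cpd 30 min RT (top 110 uM); beads 20 min RT, light-protected.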
# ALOX12 inh: inhibitors of human 12S-lipoxygenase ALOX12 | P18054 | purified 12hLO, xylenol orange hydroperoxide absorbance | Potency, µM (titrated, usually from 108 µM), for inactives: at the highest dose activity change, negative = inhibition, usual class: inhibitors | 580,000 tested, 1.1% active; also: potency is read from the fitted curve at half-maximal effect; % is scaled to controls: 0 for no effect and ±100 for the full control effect
#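 Purified human 12hLO (150 nM final) in 25 mM Hepes, 0.01% Triton X-100, pH 7.0 was preincubated 15 min at room temperature with compound. Then 40 uM arachidonic acid was added, 30 min. Hydroperoxide was read by Fe-XO absorbance ratio 573/405 nm.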
# RGS4 inhibitor: blocks human RGS4-accelerated GTP hydrolysis. Transcreener GDP fluorescence polarization, RGS4-accelerated GTP hydrolysis. Potency, µM (doses to about 114 µM), for the others: top-dose activity change, negative = inhibition, most hits filed as inhibitors. 390,000 tested, 0.039% active. AID 504845; also: potency is read from the fitted curve at half-maximal effect; % is scaled to controls: 0 for no effect and ±100 for the full control effect; nearly all actives have a fitted effect of over 75% in size; some results filed as inactive show a strong effect at the top dose
#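 MLSMR compounds (23 nl, pin-transferred) preincubated 10 min at room temperature with a 500nM (2x) first reagent, then RGS4 at 900nM (2x) plus Transcreener GDP mix added; fluorescence polarization (620/688 nm) read before and after 90 min at 30 °C.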
# ERG Ets-DNA blk: ERG Ets/DNA interaction inhibition; P11308; AID 624246; Potency, µM (titrated, usually from 76.9 µM), for inactives: at the highest dose FP activity, negative = inhibition, most hits filed as inhibitors; 370,000 tested, 0.028% active; fluorescence polarization, His-ERG Ets domain / labelled DNA; active = well fitted inhibition curve with a large enough effect in the polarisation, with a control signal flat; inconclusive = small, poorly fitted or top-dose-only effect, or effect the other way, or a change in a side signal; inactive = no such curve, though single readings can be large or run the other way; the % refers to the polarisation;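 also: polarization taken with two DNA probes labelled with fluorescein and Texas red; potency is read from the fitted curve at half-maximal effect; % of control where 0% means no effect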
#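 His-tagged ERG Ets domain (1 uM in the protein solution; 300mM KCl, 50mM Tris-HCl, 1mM EDTA, 1mM DTT, pH 7.5) received compound, then a probe mix of 5 nM fluorescein-DNA and 100nM Texas-615-DNA. Fluorescence polarization was read for both dyes.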
# GLS inh: glutaminase GLS (human) inhibition; 410,000 tested, 0.21% active; GLS enzymatic activity, qHTS titration; O94925; Potency, µM (titrated, usually from 45.5 µM), without a hit: at the top dose activity change, negative = inhibition, hits mostly inhibitors; also: potency is read from the fitted curve at half-maximal effect; % is scaled to controls: 0 for no effect and ±100 for the full control effect
# Target sequence (O94925 whole entry, looked up): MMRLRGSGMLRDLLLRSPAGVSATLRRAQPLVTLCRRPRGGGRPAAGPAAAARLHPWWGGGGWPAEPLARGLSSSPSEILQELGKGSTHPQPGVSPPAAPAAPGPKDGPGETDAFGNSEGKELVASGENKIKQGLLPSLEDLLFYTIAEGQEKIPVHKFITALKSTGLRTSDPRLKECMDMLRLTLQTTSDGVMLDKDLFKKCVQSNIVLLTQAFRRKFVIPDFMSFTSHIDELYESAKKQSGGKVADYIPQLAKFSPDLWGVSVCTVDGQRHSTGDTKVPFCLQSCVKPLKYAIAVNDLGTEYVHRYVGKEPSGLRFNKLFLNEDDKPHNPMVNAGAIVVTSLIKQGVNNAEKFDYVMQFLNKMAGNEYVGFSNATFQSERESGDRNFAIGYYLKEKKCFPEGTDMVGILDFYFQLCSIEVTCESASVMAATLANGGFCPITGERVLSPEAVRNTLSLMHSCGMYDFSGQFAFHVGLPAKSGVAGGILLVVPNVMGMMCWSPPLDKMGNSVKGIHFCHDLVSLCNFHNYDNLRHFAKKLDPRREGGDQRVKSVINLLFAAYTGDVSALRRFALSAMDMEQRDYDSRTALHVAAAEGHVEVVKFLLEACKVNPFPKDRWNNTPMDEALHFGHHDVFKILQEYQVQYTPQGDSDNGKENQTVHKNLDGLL
#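 Glutamate formation by hKGA was monitored fluorometrically using coupled glutamate oxidase, HRP and Amplex Red. Substrate was added as 1 mM L-glutamine solution; incubation was 30 min at RT after an initial read.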
# PI4K2A block: blocks human PI4K2A kinase activity; Q9BTU6; AID 1346378; 420,000 tested, 0.13% active; activity change, negative = inhibition, % at 76.9 µM; purified PI4K2A, ADP-Glo luminescence, 1 h; hits give low values; in the data active = activity change below about -50%; inconclusive = mostly about -30% to -49%;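 also: -100% = wells without enzyme as full effect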
#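 ADP-Glo luminescence measured ADP generated by PI4K2A enzyme (4 ug/mL before mixing) with 1.2 mM PI substrate (pre-mix) and 300 microM ATP (pre-mix). Tris pH7.5 buffer with MgCl2, Triton X-100; 1 h reaction at ambient temperature.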
# G9a block: blocks human histone lysine methyltransferase G9a; Q96KQ7; G9a H3K9 monomethylation, AlphaScreen, 2 h; Potency, µM (titrated, usually from 102 µM), inactives show top-dose activity, negative = inhibition, most hits filed as inhibitors; 350,000 tested, 8.8% active; AID 504332; also: potency is read from the fitted curve at half-maximal effect; % is scaled to controls: 0 for no effect and ±100 for the full control effect; nearly all actives have a fitted effect of over 75% in size
# Target sequence (Q96KQ7 913-1193 limits assumed): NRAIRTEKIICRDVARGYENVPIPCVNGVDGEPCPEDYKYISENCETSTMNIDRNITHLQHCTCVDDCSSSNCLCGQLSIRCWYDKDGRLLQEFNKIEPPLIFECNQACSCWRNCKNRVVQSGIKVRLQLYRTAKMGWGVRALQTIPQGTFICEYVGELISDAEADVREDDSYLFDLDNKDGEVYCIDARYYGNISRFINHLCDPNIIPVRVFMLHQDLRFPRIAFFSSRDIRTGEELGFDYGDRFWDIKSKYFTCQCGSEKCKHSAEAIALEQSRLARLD
#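 Step 1: enzyme (final 20 nM) with compound, 15 min RT. Step 2: substrate peptide 500 nM and SAM 20 uM, 2 h RT. Step 3: anti-H3K9me1 antibody and AlphaScreen beads, 10 min, then plate read.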
# JMJD2A Tudor: blocks the human JMJD2A Tudor domain; 390,000 tested, 4.4% active; O75164; AlphaScreen JMJD2A-Tudor / H3K4me3 peptide binding; Potency, µM (series often up to 114 µM), without a hit: top-dose activity change, negative = inhibition, usual class: inhibitors; AID 504339; also: potency is read from the fitted curve at half-maximal effect; % is scaled to controls: 0 for no effect and ±100 for the full control effect; nearly all actives have a fitted effect of over 50% in size
# * hit, by the source's call; ? = inconclusive; / = no result given; & = joins results of further samples; [ ] = remark or other dose. Unless noted, calls follow the shape of the dose curve; as a rule, active = well fitted curve in the direction sought with a large enough effect; inconclusive = small, poorly fitted or top-dose-only effect, or another doubt; inactive = no such curve, though single readings can be large; an effect the other way counts as inactive or inconclusive.
# Sequence of screens – HP1b chromo inh	BAZ2B block	ALOX12 inh	RGS4 inhibitor	ERG Ets-DNA blk	GLS inh	PI4K2A block	G9a block	JMJD2A Tudor
CCOC(=O)c1ccccc1NC(=O)CN1CCCN(Cc2cccc(Cl)c2)S1(=O)=O
    36%	-1%	?	-4%	-3%	3%	2	-6%[59 µM]	-6%
COC(=O)C(CCSC)NC(=O)c1cc2c(n(-c3ccccc3)c1=O)CC(C)(C)CC2=O (stereo unspecified)
    26%&19%	-7%&1%	-8%&-12%	3%&1%	?	11%&-9%	2&-2	-24%&13%[59 µM]	-12%&-9%
CCOC(=O)c1c(-c2ccc(OC)cc2)csc1NC(=O)CSc1ccccc1
    39%[activator]	1%	0%	-4%[11.4 µM]	6%	-21%	-8	15%[12.7 µM]	9%[11.4 µM]
CCC(C)c1cc(S(=O)(=O)N2CCOCC2)ccc1OC (stereo unspecified)
    48%[activator]	6%	?	20%	3%	18%	1	9%	-2%
COc1ccc(OC)c(CCNC(=O)c2c(C)nn(-c3ccc(F)cc3)c2-n2cccc2)c1
    25%	?	-10%	2%	-8%	-7%	-2	?	-29%
CCCc1nc2ccccc2c(C(=O)OCC(=O)Nc2cccc(S(=O)(=O)N3CCOCC3)c2)c1CC
    31%[activator]	6%[57.1 µM]	0%	20%[56.9 µM]	-5%	0%	-5	?	-28%[57.1 µM]
Cc1cccc(C(=O)N2CCC(c3nc(-c4ccc(S(=O)(=O)N5CCOCC5)cc4)no3)CC2)c1
    18%	2%	5%	-12%	/	3%	0	19%	-11%
CCOC(=O)c1ccc(NC2=CC(=O)CC(c3ccco3)C2)cc1 (stereo unspecified)
    -16%	-29%	-8%	-2%	-2%	2%	0	-22%	-20%
CN(C)c1ccc(C(CNC(=O)c2ccc(F)cc2)c2c[nH]c3ccccc23)cc1 (stereo unspecified)
    ?	13µM*	-11%	11%	1%	22%	-1	10µM*	25µM*
CCc1nnc(NC(=O)COc2ccc3ccccc3c2)s1
    40%[activator]	-5%	-19%	-31%	-1%	-2%	-6	?	4%
CCOC(=O)c1ccccc1NC(=O)CSc1nnc(CC)n2c1cc1occc12
    12%	?	-1%	9%	-1%	3%	-1	-28%[59 µM]	-7%
COc1cc2ncnc(NCc3ccccc3)c2cc1OC
    55%[activator]	10%	0%	-6%[11.4 µM]	-3%	-19%	-4	71µM*	-15%[11.4 µM]
CCN(CC(=O)Nc1ccccc1OC)CC(=O)Nc1c(Cl)ccc(C)c1Cl
    36%	-13%	14%	-3%	-18%	2%	4	55%[activator][59 µM]	-8%
CC(C)(C)C(=O)CSc1nc(N)cc(=O)[nH]1
    45%[activator]	4%	-3%	14%	9%	-1%	0	0%	3%
CN1CCN(S(=O)(=O)c2ccc(NC(=O)c3ccc([N+](=O)[O-])cc3)cc2)CC1
    -7%	/	342%[activator]	15%	-2%	3%	3	/	-11%
COc1ccc(C(NC(=O)c2cccc(F)c2)c2ccccc2)cc1 (stereo unspecified)
    10%	11%	10%	-26%	2%	0%	-1	?	-12%
CCC(CC)COC(=O)C1=C(C)NC(=O)NC1c1ccc(OC)cc1 (stereo unspecified)
    22%	1%	11%	-3%	6%	0%	-24	-2%[0.501 µM]	-19%
COc1cc(C(=O)O)nc2ccccc12
    -10%	40µM*	?	13%	5%	0%	-7	12%[2.33 µM]	13µM*
CCCn1c(=N)c(C(=O)NC2CCCC2)cc2c(=O)n3cccc(C)c3nc21
    14%&5%	0%&-6%	?	19%&6%	-2%&-3%	-8%&12%	-3&-8	2%&-9%[59 µM]	-16%&-8%
COc1ccc2ccccc2c1/C=N/NC(=S)Nc1cc(S(=O)(=O)N2CCOCC2)ccc1N1CCOCC1
    0%	-6%	1%	-13%	0%	11%	1	21%[59 µM]	-34%
Cc1cccc(-c2nc(CC(=O)Nc3cccc(S(=O)(=O)NC4=NCCC4)c3)cs2)c1
    20%	3%	?	16%	-7%	0%	3	?	-19%
Cc1ccc(NC2CCCN(C(=O)c3ccc(C)c(N4CCNC4=O)c3)C2)cc1C (stereo unspecified)
    2%	-29%	/	12%	2%	13%	3	-47%	-24%
CCOC(=O)C1CCN(C(=O)C2CCN(S(=O)(=O)c3cccc4nsnc34)CC2)CC1
    37%	-6%	8%	0%	7%	-2%	-4	67%[activator]	5%
CCOC(=O)CCCCC(=O)c1[nH]c(=O)[nH]c1CSCCO
    -30%	13µM*	2%	4%	/	-1%	-1	?	79µM*
COC(=O)c1[nH]nc2c1C(=O)N(C1CCCCC1)C2=O
    38%	0%	-15%	5%[11.4 µM]	1%	-3%	9	-20%[59 µM]	-1%[11.4 µM]
O=C(OCCCN1CCCC1)C1(c2ccccc2)CCCC1
    17%	-6%	0%	9%	4%	3%	1	7%[12.7 µM]	-19%
COCCSc1nnc(NC(=O)C(C)(C)C)s1
    22%	4%	8%	-34%	-6%	8%	-3	10%	14%
O=C(c1ccccc1)C1C(=O)c2ccccc2C1=O
    32%	-35%	?	-48%	0%	7%	-1	-13%[2.33 µM]	-24%
CC1CCc2cc(F)ccc2N1C(=O)c1ccc2c(c1)OCO2 (stereo unspecified)
    41%[activator]	-12%	18%	20%	-19%	2%	-4	-1%[59 µM]	6%
O=C1NN(c2ccc(Cl)cc2)C(=O)/C1=C\c1ccc(-c2cccc(C(=O)O)c2)o1
    45µM*	56µM*	40µM*	?	-4%	0%	-3	16µM*	35µM*

# Sequence of screens – HP1b chromo inh	BAZ2B block	ALOX12 inh	RGS4 inhibitor	ERG Ets-DNA blk	GLS inh	PI4K2A block	G9a block	JMJD2A Tudor
Cc1cc(-c2cccc([N+](=O)[O-])c2)nc2ccccc12
    26%	-7%	-27%	-30%	-18%	-4%	3	13µM*	-4%
CCc1nn(C(CC)C(=O)NCc2cccc(OC)c2)c(=O)c2cc3occc3n12 (stereo unspecified)
    13%	-10%	9%	-16%[56.9 µM]	-2%	0%	-2	-6%	-32%
CS(=O)(=O)N(CCc1ccccc1)CC(=O)NCC1CCCO1 (stereo unspecified)
    11%	-16%	-12%	18%	5%	4%	4	4%[59 µM]	-19%
O=C1c2cccc3c([N+](=O)[O-])ccc(c23)C(=O)N1c1ccc(Cl)cn1
    ?	45µM*	-35%	10%	0%	-5%	27	?	?
CCN(c1ccccc1)S(=O)(=O)c1ccc(Cl)c(NC(=O)CSc2nncs2)c1
    18%	4%	-8%	-11%	26%	2%	-1	5%	79µM*
CCOc1ccc(-c2cc(NC(=O)c3cccc(Cl)c3)c(C(=O)OC)s2)cc1
    62%[activator]	0%	?	-24%	1%	1%	0	20%[59 µM]	-4%
Fc1ccc(-c2nn(-c3ccccc3)cc2CNCc2ccccc2)cc1
    143%[activator]	27%	?	6%	0%	-15%	4	/	71%[activator]
COc1ccc(-c2noc(CN(C)S(=O)(=O)c3c(C)cc(C)cc3C)n2)cc1OC
    41%[activator]	-1%	-16%	-9%	-6%	0%	-2	23%[59 µM]	3%
COc1ccc(CN2CCS(=O)(=O)CC2)cc1OC
    45%[activator]	-11%	27%	-12%	-9%	-2%	0	2%	3%
COc1ccc(NC(=O)CN(Cc2ccco2)Cc2ccco2)cc1S(=O)(=O)N1CCCCC1
    -8%	?	?	4%	1%	-6%	3	2%[2.33 µM]	?
Cc1cccc(N(C)C(=O)c2cc3c(=O)oc4ccc(C)cc4c3s2)c1
    31%[activator]	-3%	-14%	3%	1%	2%	-8	-46%[59 µM]	-11%
Cc1cc(S(=O)(=O)Nc2noc3ccccc23)ccc1F
    16%	-37%	-1%	28%	-7%	10%	-2	?	4%
CCO[C@H]1OC(C(=O)N2CCCCCCC2)=C[C@@H](c2csc3ccccc23)[C@@H]1CCCO
    13%	-19%	22%	11%	-4%	5%	1	-3%[12.7 µM]	-26%
Cc1ccc(NC(=S)NC2CCCC2)cc1C
    12%	-7%	?	-7%	0%	13%	-2	-2%[59 µM]	-15%[57.1 µM]
CC(=O)c1ccc(N2CCCCCC2)c(F)c1
    52%	59%[activator]	?	-23%	-6%	3%	-11	8%[59 µM]	4%
O=C(O)CCCn1c(=S)[nH]c2c(sc3ccc([N+](=O)[O-])cc32)c1=O
    32%	?	18µM*	-37%	0%	?	4	8.9µM*	18µM*
O=C(NC(=S)N1CCc2ccccc21)c1ccccc1Br
    8%	-8%	?	-37%	-3%	15%	4	?	-22%
CC1CN(CCc2ccccc2)c2nc3c(c(=O)[nH]c(=O)n3C)n2C1 (stereo unspecified)
    28%	-33%	3%	-19%	4%	1%	-6	-19%	-16%
NC(=O)N/N=C\c1cc(Br)ccc1O
    22%	5%	-15%	-9%	-7%	-6%	5	4%[59 µM]	-15%
CCCC(C)NC(=O)COC(=O)c1ccc(Cl)c(S(N)(=O)=O)c1 (stereo unspecified)
    12%	6%	0%	16%	-1%	12%	4	0%[12.7 µM]	8%
O=C(CCCOc1ccc(Cl)cc1Cl)Nc1ccncc1
    17%	-26%	3%	3%	/	5%	0	?	-13%

# Screens: PubChem BioAssay, National Center for Advancing Translational Sciences (NCATS)

# Some of the compounds tested. The share of hits here may be higher or lower than overall.
